# Compound activity (PubChem)
# Rab2A wt mod: changes GTP binding to wildtype dog Rab2A, up or down; GST-Rab2 wt beads, Bodipy-GTP binding, flow cytometry; GTP binding activity, % at 10 µM; hit rate 0.19% among 190,000;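 active means GTP binding activity at least 20 points away from 100%, either lowered or raised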;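 further: 0% = beads with excess unlabeled GTP and 100% = no-compound control corrected for plate trend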
# HRas wt GTP: modulators of GTP binding to human HRas wildtype | P01112 | hit rate 0.14% among 190,000 | GTP binding activity, % at 10 µM | GST-Ras wt beads, Bodipy-FL-GTP binding, flow cytometry; actives lie on both sides;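 active means GTP binding activity at least 20% away from the 100% baseline, either lowered as inhibitor or raised as activator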;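 further: 0% = unlabeled GTP competition control and 100% = no-compound control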
# Target sequence (P01112 whole entry, looked up): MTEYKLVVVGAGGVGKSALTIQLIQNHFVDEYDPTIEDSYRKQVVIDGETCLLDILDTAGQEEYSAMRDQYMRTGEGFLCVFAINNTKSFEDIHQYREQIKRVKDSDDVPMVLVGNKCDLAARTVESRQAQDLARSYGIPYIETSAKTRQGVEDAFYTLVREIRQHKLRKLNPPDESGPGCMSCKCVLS
# Mcl1 Noxa PPI: Mcl-1/Noxa interaction inhibition; Q07820; TR-FRET Mcl-1/Noxa peptide binding, 2 h; inhibition, % at 21.7 µM; hit rate 1.5% among 220,000; AID 1022;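 active means compounds that cut the protein-peptide binding signal by more than 50% relative to plate controls in a single-dose test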;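 further: His-tagged Mcl-1 with rhodamine Noxa BH3 peptide and terbium anti-His antibody; 0% = Mcl-1 plus Noxa peptide wells and 100% = peptide-only wells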
# Target sequence (Q07820 whole entry, looked up): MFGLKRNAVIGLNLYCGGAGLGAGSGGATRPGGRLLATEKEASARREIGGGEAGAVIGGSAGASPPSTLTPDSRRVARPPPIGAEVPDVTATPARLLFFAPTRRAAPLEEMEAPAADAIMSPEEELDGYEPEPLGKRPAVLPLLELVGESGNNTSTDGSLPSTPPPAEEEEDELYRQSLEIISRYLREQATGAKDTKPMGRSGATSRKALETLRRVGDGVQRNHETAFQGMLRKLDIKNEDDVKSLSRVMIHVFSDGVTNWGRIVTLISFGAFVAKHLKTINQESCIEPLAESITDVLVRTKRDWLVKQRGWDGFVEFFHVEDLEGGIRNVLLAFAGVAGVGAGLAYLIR
# Avidin fluor: compound fluoresces at 488/530 nm on avidin beads. compound fluorescence 488/530 nm, flow cytometry; stronger effect = higher value. fluorescence (KMESF) at 10 µM. hit rate 0.38% among 220,000. AID 1775; in the data active means fluorescence above about 47; further: inactives centre near 10
# Mcl1 Bid PPI: Mcl-1/Bid interaction inhibition. TR-FRET Mcl-1/Bid-Dy647 peptide binding, 1536-well. inhibition, % at 21.7 µM. hit rate 0.97% among 220,000;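 active means compounds that cut the binding signal by more than half at the single screening dose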;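 further: His-tagged Mcl-1 with europium anti-His antibody binding Bid BH3 peptide; 0% = Mcl-1 plus peptide wells and 100% = peptide-only wells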
# Rab7 wt GTP bind: alters GTP binding to wildtype dog Rab7; GTP binding activity (percent of control), % at 10 µM; GST-Rab7 beads, fluorescent GTP binding, flow cytometry; actives lie on both sides; untreated = 100%, excess cold GTP = 0%; hit rate 0.055% among 190,000; AID 758;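 active means fluorescent GTP binding to Rab7 beads changed by at least 20 points from the 100% baseline, either direction, mostly lower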;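 further: median green fluorescence of bound Bodipy-FL-GTP per Rab7 bead population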
# Pf gametocyte: P. falciparum stage V gametocyte viability inhibition | hit rate 0.065% among 150,000 | inhibition, % at 10.9 µM | P. falciparum stage V gametocytes, ATP luminescence, 24 h;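 active means inhibition above the mean plus 3 SD of compounds within the control limits, set per campaign, cut at about 38% in these data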;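 further: 0% = DMSO wells and 100% = medium only without gametocytes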
# Cdc42 wt GTP: modulators (inhibitors or activators) of GTP binding to human Cdc42 wildtype. percent activity (GTP binding), % at 10 µM. GST-Cdc42 beads, Bodipy-GTP binding, flow cytometry; actives lie on both sides. P60953. hit rate 0.2% among 190,000;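 active means percent activity GTP binding at least 20 points away from the 100% baseline, either down as inhibitor or up as activator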;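 further: median bead fluorescence of bound Bodipy-FL-GTP at 100 nM; 0% = excess unlabeled GTP control and 100% = no compound control; below 100% means less GTP binding so inhibitor and above means activator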
# Target sequence (P60953 whole entry, looked up): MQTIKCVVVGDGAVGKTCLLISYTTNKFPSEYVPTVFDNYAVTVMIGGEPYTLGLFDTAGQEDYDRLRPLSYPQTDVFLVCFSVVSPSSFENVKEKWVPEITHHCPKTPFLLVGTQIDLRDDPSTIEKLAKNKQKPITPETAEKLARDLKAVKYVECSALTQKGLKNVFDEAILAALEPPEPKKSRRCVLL
# GSH fluor: compound fluoresces at 488/530 nm on GSH beads; GSH beads flow cytometry, compound fluorescence 488/530 nm; stronger effect = higher value; fluorescence (KMESF) at 10 µM; hit rate 0.25% among 190,000; in the data active means fluorescence above about 89;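 further: glutathione beads carrying GST-tagged Bcl family fusion proteins plus one bare bead set; values are compound well signal with DMSO vehicle wells as background; inactives centre near 16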
# Rac1 mut GTP: modulators of GTP binding to human Rac1 activated mutant; hit rate 0.11% among 190,000; AID 764; P63000; GST-Rac1 activated beads, fluorescent GTP binding, flow cytometry; actives lie on both sides; 100% means binding = to untreated wells; percent activity (GTP binding), % at 10 µM;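 active means GTP binding at least 20 percentage points away from the 100% baseline, in either direction, so actives lie on both sides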
# Rac1 wt GTP bind: modulators of human Rac1 wildtype GTP binding. P63000. GST-Rac1 beads, fluorescent GTP binding, flow cytometry; actives lie on both sides; 0 = cold GTP competed, 100 = untreated. GTP binding activity (% of control), % at 10 µM. hit rate 0.27% among 190,000. AID 757;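 active means GTP binding activity at least 20 points away from the 100% control level, either lower or higher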
# Numbers without * were called inactive; · = no result given.
SMILES,Rab2A wt mod,HRas wt GTP,Mcl1 Noxa PPI,Avidin fluor,Mcl1 Bid PPI,Rab7 wt GTP bind,Pf gametocyte,Cdc42 wt GTP,GSH fluor,Rac1 mut GTP,Rac1 wt GTP bind
Cc1ccc(C(=O)OCC(=O)NC(=O)c2cccn2C)cc1,97,99,16,10,3,99,·,97,12,98,99
CC(=O)c1cccc(NC(=O)c2ccc(N(Cc3ccccc3C)S(C)(=O)=O)cc2)c1,95,96,10,22,0,95,·,94,20,96,101
CCn1c(SCC(=O)N2CCOCC2)nnc1-c1cccs1,106,105,15,34,-11,100,·,108,13,103,107
COc1ccc([N+](=O)[O-])cc1NC(=O)c1ccc(CN(c2ccc(C)c(C)c2)S(C)(=O)=O)cc1,96,101,6,3,-31,101,·,104,8,98,102
Oc1ccccc1-c1csc(-c2ccccc2)n1,95,96,16,7,-5,104,·,92,15,98,97
CC(C)(C)C1CCC(=NNC(=O)c2cc(-c3ccccc3)n[nH]2)CC1 (centres undefined),101,101,-22,2,-37,100,-2,98,12,103,103
Cc1cc(C)n(-c2nc(NC(C)C)nc(NC(C)C)n2)n1,96,100,16,37,-10,96,-21,100,9,96,100
CC1CCN(C(=S)Nc2ccc3nc4n(c(=O)c3c2)CCCCC4)CC1,100,101,4,13,-15,101,-5,106,23,99,105
COc1ccccc1N(C)S(=O)(=O)c1ccc(C(=O)O)cc1,99,96,25,11,-25,102,-37,97,13,96,97
Fc1ccc(-c2nnc(SCc3ncc(-c4ccccc4)o3)n2CC2CCCO2)cc1 (centres undefined),99,100,8,20,0,98,·,102,16,100,107
Cc1ccc(C(=O)OCC(=O)Nc2sc3c(c2C#N)CCCC3)cc1NC(=O)c1ccco1,89,92,44,11,-26,93,·,91,25,84,90
Nc1nnc(-c2ccccc2)c(-c2ccccc2)n1,100,101,4,19,-8,105,·,100,13,95,101
CCOC(=O)c1c(NC(=O)c2nc3n(n2)C(C(F)F)CC(C)N3)sc2c1CCCC2 (centres undefined),93,94,10,17,-7,91,5,92,26,91,91
Cc1nnc(-c2ccccc2)nc1N1CCOCC1,101,102,10,8,9,96,·,105,21,100,102
O=C(CSc1nc2ccccc2n1-c1ccccc1)NCC1CCCO1 (centres undefined),98,100,4,33,12,98,-14,101,15,100,101
Cc1cc(-c2ccccc2)n2ncc(C#N)c2n1,101,101,20,6,-13,98,·,104,19,99,106
CC1CCCC(NC(=O)COC(=O)[C@@H]2CC(O)CN2S(=O)(=O)c2ccc3c(c2)OCCO3)C1C (some centres undefined),101,103,23,11,-13,102,1,103,10,100,101
CCC(C)C(=O)Nc1cc(C(=O)OC)cc(C(=O)OC)c1 (centres undefined),101,101,-10,27,-5,100,-7,103,17,100,105
CCn1c(-c2csc3c2CCC(C)C3)n[nH]c1=S (centres undefined),98,98,7,13,-29,95,-30,101,15,100,101
COc1ccc(NC(=O)COn2nnc3ccc(Cl)cc32)cc1OC,100,99,3,5,-25,98,9,100,13,100,104
CC(O)CNc1nc2c(c(=O)n(C)c(=O)n2C)n1Cc1cccc(C(F)(F)F)c1 (centres undefined),102,101,-17,5,-14,101,-15,102,36,101,101
O=C(NC1CCCCCCC1)c1cc(F)c(F)cc1Cl,98,98,-10,10,-16,107,2,94,9,93,96
Cc1c(NC(=O)Nc2ccc(Cl)cc2Cl)c(=O)n(-c2ccccc2)n1C,97,100,4,10,-17,102,-3,98,24,98,101
CCOc1ccc(N(CC(=O)Nc2c(C)n(C)n(-c3ccccc3)c2=O)S(=O)(=O)c2ccccc2)cc1,92,95,3,11,-48,99,-18,93,14,92,94
CCOC(=O)N/N=C1\CC(C)CC(C)(C)C1 (centres undefined),99,99,-12,12,-6,103,15,99,17,100,105

# Compounds listed so far with a cyano group:
SMILES,Rab2A wt mod,HRas wt GTP,Mcl1 Noxa PPI,Avidin fluor,Mcl1 Bid PPI,Rab7 wt GTP bind,Pf gametocyte,Cdc42 wt GTP,GSH fluor,Rac1 mut GTP,Rac1 wt GTP bind
Cc1ccc(C(=O)OCC(=O)Nc2sc3c(c2C#N)CCCC3)cc1NC(=O)c1ccco1,89,92,44,11,-26,93,·,91,25,84,90
Cc1cc(-c2ccccc2)n2ncc(C#N)c2n1,101,101,20,6,-13,98,·,104,19,99,106

# (continued)
SMILES,Rab2A wt mod,HRas wt GTP,Mcl1 Noxa PPI,Avidin fluor,Mcl1 Bid PPI,Rab7 wt GTP bind,Pf gametocyte,Cdc42 wt GTP,GSH fluor,Rac1 mut GTP,Rac1 wt GTP bind
CCOC(=O)N1CCN(C(=O)C2CCN(S(=O)(=O)c3ccccc3)CC2)CC1,98,99,-16,10,-14,98,7,94,7,96,99
Cc1ccc(C(=O)CSc2nnc(-c3cccs3)n2C)o1,98,98,-1,8,28,100,·,97,24,101,99
CCOC(=O)C(C)Sc1nc(-c2ccco2)cc(C(F)(F)F)c1C#N (centres undefined),103,105,7,4,-20,104,·,106,20,102,106
C=CCn1c(C(CC(C)C)CC(C)O)n[nH]c1=S (centres undefined),99,101,-1,12,-38,100,-7,103,9,99,106
COc1ccc(NC(=O)CN(c2ccccc2)S(=O)(=O)N(C)C)cc1OC,101,100,22,14,-19,100,·,99,32,98,106
COc1cccc(N/C(SC)=C(/C#N)C(=O)NCc2cccs2)c1,98,101,15,10,-4,95,·,103,15,101,104
Cc1cc(C)cc(C(=O)OCC(=O)NCC(F)(F)F)c1,97,99,50,2,-7,97,19,100,10,100,106
Clc1ccc(CSc2cc3c(nn2)-c2ccccc2CC3)cc1Cl,90,93,1,11,2,89,6,89,34,90,90
Cc1c(NC2=NC3(CCCCC3)Cc3ccccc32)c(=O)n(-c2ccccc2)n1C,101,100,1,14,-4,100,·,101,26,100,102
CCN(CC)CCN1C(=O)C(=O)/C(=C(/O)c2cnn(-c3ccccc3)c2C)C1c1cccs1 (centres undefined),101,102,-8,8,-21,102,·,102,20,98,99
Cc1ccc(-n2c(SCC(=O)N(C)C3CCS(=O)(=O)C3)nc3ccccc3c2=O)cc1 (centres undefined),99,100,8,10,-25,106,0,97,17,96,98
CCN(C(=S)NC(=O)c1ccccc1Br)C1CCCCC1,99,102,0,3,-40,99,31,99,10,99,103
COC(=O)c1c(NC(C)=O)sc(C(=O)Nc2ccccc2)c1C,96,93,16,4,15,102,5,90,42,95,95
CC1CCN(S(=O)(=O)c2ccc3c(c2)oc(=O)n3CC(=O)NCc2ccc3c(c2)OCO3)CC1,93,92,18,6,-14,97,·,90,15,89,93
COc1ccc(-c2nc(C)c(C(C)=O)n2O)cc1,93,95,9,44,-26,95,·,93,12,92,92
CCOC(=O)N1CCN(C(=O)c2ccc3c(=O)n4c(nc3c2)CCCCC4)CC1,98,100,-1,11,-17,102,·,98,24,98,101
O=C(NNC(=S)Nc1cccc(C(F)(F)F)c1)c1cccc(Cl)c1,96,99,-34,14,-43,96,0,99,10,96,100
CSCC[C@H](NC(=O)C(C)Oc1ccc(Cl)cc1)c1nc2ccccc2[nH]1 (some centres undefined),100,100,-1,2,-23,106,-4,101,6,100,103
CN(C(=O)c1ccc(Cl)c(S(=O)(=O)N2CCOCC2)c1)c1ccccc1C(=O)O,106,104,-1,6,1,100,-2,106,19,100,103
COC(=O)c1cc(NC(=O)Nc2cc(OC)ccc2OC)cc(C(=O)OC)c1,99,101,23,7,-50,103,-14,103,39,100,104
CCOC(=O)Nc1cc(C(=O)OC)ccc1C,103,104,-16,11,-15,104,-14,105,14,101,110
CN(C)NC1CC(=O)N(c2ccccc2)C1=O (centres undefined),106,96,-10,10,-44,97,5,101,13,95,91
COc1ccc(NC(=O)CSc2nccn2C)c([N+](=O)[O-])c1,100,98,10,13,-26,105,·,98,69,98,100
CC(=O)N1CCN(c2ccc(NCc3ccccc3)cc2)CC1,98,100,46,15,-56,98,26,99,19,99,104
CSc1ncccc1C(=O)OCC(=O)Nc1ccc(S(=O)(=O)N2CCCC2)cc1,107,107,9,5,-33,112,·,105,13,103,108
# Next part.
SMILES,Rab2A wt mod,HRas wt GTP,Mcl1 Noxa PPI,Avidin fluor,Mcl1 Bid PPI,Rab7 wt GTP bind,Pf gametocyte,Cdc42 wt GTP,GSH fluor,Rac1 mut GTP,Rac1 wt GTP bind
CC(=O)c1cccc(N(CC(=O)Nc2cc(C)cc(C)c2)S(C)(=O)=O)c1,99,99,6,12,-5,100,4,98,26,96,103
CCOC(=O)N1CCN(C(=O)CSCC(=O)Nc2nc(-c3ccc4c(c3)OCO4)cs2)CC1,95,98,23,22,-9,98,·,100,11,97,100
Cc1cccc(C(=O)Nc2ccc(C(=O)/C=C/c3cccs3)cc2)c1,95,96,10,6,19,96,·,96,45,95,99
Clc1ccc(OCCCn2cncn2)cc1Cl,95,95,27,8,56*,98,·,94,63,98,91
Cn1cccc1/C=C1\SC(=S)N(NC(=O)c2ccccc2Cl)C1=O,83,89,12,2,-50,90,·,88,4,89,78*
CC1CCN(S(=O)(=O)c2ccc(C(=O)NCc3ccc4c(c3)OCO4)cc2)CC1,101,104,-11,8,-23,102,·,103,42,98,108
Cc1cc2c(c(=O)n1CC1CCCO1)C(c1ccc3c(c1)OCO3)C(C#N)=C(N)O2 (centres undefined),98,99,-6,22,-63,95,·,104,16,98,102
Cc1noc(/C=C/c2ccco2)c1S(=O)(=O)N1CCC(C(=O)N(C)Cc2ccccc2)CC1,99,100,8,13,-5,96,-4,98,24,96,97
CC(C)c1ccc(CCNC(=O)c2ccc([N+](=O)[O-])cc2)cc1,99,101,-1,6,-22,100,-21,105,16,97,102
Cc1ccc2[nH]c(=O)c(CN(CCCN3CCOCC3)Cc3nnnn3C3CCCC3)cc2c1,106,105,6,5,-32,102,-18,103,13,102,112
COc1ccc(CN2CCN(Cc3cccc(OC)c3)C(CCO)C2)cc1 (centres undefined),100,98,-1,3,-3,105,-6,98,12,96,101
CC(=O)N1CCN(S(=O)(=O)c2cccc(C(=O)OCC(=O)N3CC(=O)Nc4ccccc43)c2)CC1,98,97,16,10,4,98,-8,96,16,97,101
COCCCNC(=S)N1CCCC(c2nc3cc(C)c(C)cc3[nH]2)C1 (centres undefined),96,95,6,19,-52,102,·,99,12,97,103
Clc1ccc(/C=N/c2c(-c3ccco3)nc3ccccn23)cc1,100,100,50,6,-44,102,·,100,12,98,101
COc1ccc(CN2C(=O)CS(=O)CC2=O)cc1OC,98,100,3,8,-9,101,-8,98,38,97,103
CNC(=S)N(Cc1cccs1)Cc1cc2cc(OC)c(OC)cc2[nH]c1=O,97,100,12,16,-52,101,·,98,5,99,102
CCNC(=S)NNC(=O)c1csc2ccccc12,102,105,2,4,-89,101,·,105,19,104,105
O=C(Cn1nc(C(=O)O)c2ccccc2c1=O)NCC1CCCO1 (centres undefined),99,98,3,10,-24,96,·,98,16,99,101
Cc1cccc(/C=N/Nc2cc(N3CCOCC3)nc(N3CCOCC3)n2)c1,100,100,20,8,-54,94,9,100,9,99,101
Cc1ccc(OCC(=O)N/N=C\c2ccc(C)o2)c([N+](=O)[O-])c1,97,96,17,10,2,96,-11,94,18,94,102
